# KCNH2 WT inh – qHTS for Inhibitors of KCHN2 3.1: Wildtype qHTS; U2OS, BacMam KCNH2, thallium flux FluxOr; stronger effect = lower value; activity change, % at 1.84 µM; hit rate 0.37% among 340,000; AID 720551, 2013;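 active = maximum activity change below -70%; inconclusive = maximum activity change between -70% and -50%; inactive = maximum activity change above -50%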; also: % is scaled to controls: 0 for no effect and ±100 for the full control effect
#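 U2OS cells transduced with wild-type KCNH2 virus are loaded with FluxOr dye for 45 min, and thallium flux is measured in kinetic reads before and after stimulation buffer. Rate constants are normalized to DMSO controls.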
# KCNH2 3.1 inh – qHTS for Inhibitors of KCHN2 3.1: Mutant qHTS; U2OS KCNH2 3.1, thallium flux FluxOr; stronger effect = lower value; activity change, % (tested at about 1.8 µM); Potassium voltage-gated channel subfamily H member 2, brain isoform KCNH2 3.1 (human); hit rate 0.95% among 340,000;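 active = maximum activity change below -70%; inconclusive = maximum activity change from -70% to -50%; inactive = maximum activity change above -50%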;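 also: thallium influx rate constant from kinetic fluorescence after stimulation buffer; % is scaled to controls: 0 for no effect and ±100 for the full control effect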
#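 Virally transduced U2OS (3.1 isoform, 4 h infection in dark at RT) → overnight 37 C → FluxOr + Red40 in HBSS/HEPES, 45 min → stimulation buffer, 2 min kinetic read → rate constant vs DMSO controls.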
# Mito fusion act – qHTS Assay for Small Molecule Inhibitors of Mitochondrial Division or Activators of Mitochondrial Fusion; Potency, µM (series often up to 46.1 µM), without a hit: top-dose growth rescue (activation), actives largely listed as activators; S. cerevisiae fusion-defective mutant growth rescue, CellTiterGlo 48 h; hit rate 0.23% among 320,000;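 also: potency is read from the fitted curve at half-maximal effect; % of control where 0% means no effect; nearly all actives have a fitted effect of over 45% in size; temperature-sensitive fusion mutants such as fzo1-1 at 37 °C on non-fermentable ethanol glycerol medium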
#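 Temperature-sensitive fusion-defective S. cerevisiae (e.g. fzo1-1, mgm1-5) were grown with compound in YPEG medium (3% ethanol, 3% glycerol) for 48 hours at 37C. Growth rescue was measured as viability by CellTiterGlo luminescence after 10 minutes at ambient.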
# Eya2 inh – qHTS Assay for Inhibitors of the Phosphatase Activity of Eya2; AID 488837, 2010; recombinant Eya2, OMFP fluorescence dephosphorylation (OMFP is methylfluorescein phosphate); hit rate 0.006% among 330,000; Potency, µM (series often up to 76.9 µM), for the others: at the top dose activity, negative = inhibition, actives largely listed as inhibitors; also: potency is read from the fitted curve at half-maximal effect; % is scaled to controls: 0 for no effect and ±100 for the full control effect
#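 Eya2 (0.2 uM) preincubated 10 min at ambient with compound, then OMFP substrate added at 50 uM; 10 min reaction in 50 mM HEPES pH 7.5, 50 mM NaCl, 5 uM MgCl2, 0.05% BSA, 1 mM DTT. Fluorescence read at Ex 485/Em 525 nm.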
# AT treatment – qHTS Assay for Identifying a Potential Treatment of Ataxia-Telangiectasia; […] A-T fibroblasts, KAP-1 phosphorylation AlphaLISA; neocarzinostatin DNA damage 30 min before lysis; Potency, µM (doses to about 57.5 µM), for inactives: top-dose activation, usual class: activators; hit rate 0.19% among 320,000; AID 485349, 2010; also: potency is read from the fitted curve at half-maximal effect; % of control where 0% means no effect; nearly all actives have a fitted effect of over 45% in size
#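 ATM-like activity read as KAP-1 phosphorylation via AlphaLISA donor/acceptor antibody pairs after lysis and 6 hr at 25C. Cells were ATM-null patient fibroblasts ([…], hTERT), dosed 60 min, then exposed to the DSB inducer NCS for 30 min.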
# ELG1 repair inh – qHTS screen for small molecules that inhibit ELG1-dependent DNA repair in human embryonic kidney (HEK293T) cells expressing luciferase-tagged ELG1; Potency, µM (titrated, usually from 46.1 µM), without a hit: top-dose activity change, negative = inhibition, actives largely listed as inhibitors; hit rate 2.3% among 330,000; HEK293T ELG1-luciferase reporter, luminescence, 16 h; DNA damage induced by 5-fluorouridine; also: potency is read from the fitted curve at half-maximal effect; % is scaled to controls: 0 for no effect and ±100 for the full control effect; nearly all actives have a fitted effect of over 55% in size
#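 In this reporter screen, reduction of luminescence relative to DMSO vehicle indicated activity. Compounds and 5-fluorouridine were added together to 2,000 cells per well, incubated for 16 hr at 37 °C, then developed with ONE-Glo.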
# TCR activator – Activators of T cell receptors: qHTS campaign; primary human leukocytes, anti-CD3, IL-2 HTRF, 48 h; Potency, µM (highest dose often 9.22 µM), inactives show top-dose activation of IL-2 secretion, most hits filed as activators; 330,000 tested, under 10 active; AID 504894, 2011; also: % of control where 0% means no effect
#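 Compounds are tested in HTS on primary human leukocytes co-incubated with a-CD3 beads for 48 hr. IL-2 output is measured by time-resolved FRET.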
# TSHR antagonist – Antagonists of the Thyroid Stimulating Hormone Receptor: HTS campaign | hit rate 0.2% among 330,000 | TSHR-expressing cells, TSH-stimulated cAMP HTRF, 2 h; stronger effect = lower value | activity change, negative = inhibition, % at 11.5 µM;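 active = activity change below a set negative limit, meaning inhibition stronger than a set level, cut at about -70% in these data; inconclusive = activity change between two set negative limits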; also: % is scaled to controls: 0 for no effect and ±100 for the full control effect
#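 TSHR-expressing cells, 200/well, pre-treated with compound, then stimulated with EC80 TSH (4nM final) for 2 hours at 37 deg C. cAMP measured by competitive HTRF: anti-cAMP cryptate antibody in lysis buffer plus cAMP-d2, read after 30 minutes at room temperature.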
# USP2a block – qHTS Assay for Inhibitors of Ubiquitin-specific Protease USP2a Using CHOP2 as the Reporter; Ubiquitin carboxyl-terminal hydrolase 2 (Homo sapiens), O75604; Potency, µM (series often up to 38.3 µM), for inactives: top-dose activity change, negative = inhibition, most hits filed as inhibitors; USP2 core, Ub-CHOP2 coupled fluorogenic reporter, 485/531; hit rate 0.01% among 330,000; AID 463254, 2010;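 also: potency is read from the fitted curve at half-maximal effect; plate controls were DMSO wells for no effect and full inhibition by NEM control for full effect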
#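 USP2 core (10nM final) preincubated 30min RT with compound in 20mM Tris-HCl pH 8.0, 2mM CaCl2, 2mM beta-mercaptoethanol, 0.05% CHAPS; 25nM Ub-CHOP2 plus 25nM reporter substrate added, fluorescence (Ex485/Em531) read after 60min.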
# TRPV1 agonist – HTS Assay for Compounds that Act as Agonists of the Vanilloid Receptor 1; AID 540275, 2011; hit rate 0.19% among 320,000; Transient receptor potential cation channel subfamily V member 1 (Homo sapiens), Q8NER1; activation, % at 8.33 µM; TRPV1-expressing cells, Fluo-8 calcium influx, agonist mode; in the data active = activation above about 80%; inconclusive = between about 30% and that limit; also: 0% is about no effect
# Target sequence (Q8NER1 whole entry, looked up): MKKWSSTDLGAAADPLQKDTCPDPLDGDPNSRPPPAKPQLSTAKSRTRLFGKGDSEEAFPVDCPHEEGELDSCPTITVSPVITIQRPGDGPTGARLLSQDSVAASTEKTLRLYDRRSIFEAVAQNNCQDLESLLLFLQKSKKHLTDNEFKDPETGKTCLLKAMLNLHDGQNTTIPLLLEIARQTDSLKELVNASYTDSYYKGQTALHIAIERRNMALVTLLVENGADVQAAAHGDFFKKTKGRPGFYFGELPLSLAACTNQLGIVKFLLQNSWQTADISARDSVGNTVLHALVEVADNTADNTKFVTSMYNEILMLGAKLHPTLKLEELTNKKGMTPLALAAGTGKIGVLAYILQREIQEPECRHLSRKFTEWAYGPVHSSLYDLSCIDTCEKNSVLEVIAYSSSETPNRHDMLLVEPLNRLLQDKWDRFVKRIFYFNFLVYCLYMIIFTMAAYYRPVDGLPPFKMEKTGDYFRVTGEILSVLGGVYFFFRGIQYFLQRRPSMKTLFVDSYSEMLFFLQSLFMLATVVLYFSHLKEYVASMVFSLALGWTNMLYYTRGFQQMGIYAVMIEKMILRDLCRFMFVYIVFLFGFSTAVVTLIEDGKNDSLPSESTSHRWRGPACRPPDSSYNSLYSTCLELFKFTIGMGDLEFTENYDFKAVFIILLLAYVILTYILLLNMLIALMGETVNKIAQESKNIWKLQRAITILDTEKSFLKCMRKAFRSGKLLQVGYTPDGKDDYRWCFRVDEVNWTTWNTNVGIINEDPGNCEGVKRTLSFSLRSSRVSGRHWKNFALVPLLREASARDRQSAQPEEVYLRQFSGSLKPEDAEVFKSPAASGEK
#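 Cells expressing TRPV1 were dye-loaded with Fluo-8 and read kinetically: 10 s baseline, 3 min after compound (agonist portion), then 2 min after EC20 capsaicin (allosteric enhancer portion). Calcium-bound dye fluorescence at 480/520 nm.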
# * = called active by the depositor; i = inactive; ? = inconclusive; nt = not tested or not shown; [ ] = dose if it differs, or a comment. Unless noted, calls follow the shape of the dose curve; as a rule, active = well fitted curve in the direction sought with a large enough effect; inconclusive = small, poorly fitted or top-dose-only effect, or another doubt; inactive = no such curve, though single readings can be large; an effect the other way counts as inactive or inconclusive. These rows are one share of the data; count on the stated rates, not on these rows.
# Screens in order – KCNH2 WT inh	TSHR antagonist	USP2a block	Eya2 inh	KCNH2 3.1 inh	TRPV1 agonist	TCR activator	ELG1 repair inh	Mito fusion act	AT treatment
> Cc1cccc(-c2noc(CN(C)S(=O)(=O)c3cc(Cl)ccc3Cl)n2)c1
  5.2	-24.0	-2.2%	1.1%	3.2	-11.9	nt	0.5%	9.5%	9.9%
> CCC(C)NS(=O)(=O)c1ccc(OCC(=O)NCc2ccco2)cc1 (centres undefined)
  0.0	nt	nt	nt	9.1	1.3	0.2%	nt	10.2%	nt
> N#Cc1cc(-c2ccccc2)nc(Oc2ccc(Cl)cc2)n1
  9.0	-32.3	0.6%	-2.3%	-26.7	-0.5	-9.5%[46.1 µM]	-0.3%	-0.9%	7.3%
> COc1ccc(NC(=O)CNC(=O)CC23CC4CC(CC(C4)C2)C3)c(OC)c1
  -12.5	16.2	-1.5%	21.3%	14.8	0.7	-2.6%	4.2%	5.0%	-1.4%
> COc1ccc(NC(=O)CSCC(=O)NCCc2ccccn2)cc1
  -3.9	5.9	-0.1%	15.7%	5.8	-1.7	nt	11.2%	-7.7%	3.7%
> Cc1ccc(C(C)C)c(OCC(=O)NN=C2CCCC(=O)C2)c1
  -1.1	-1.0	5.9%	-18.6%	-23.7	nt	-1.7%[46.1 µM]	6.3%	nt	0.6%
> Cn1c(CO)cnc1S(=O)(=O)Cc1ccc([N+](=O)[O-])cc1
  -2.2	1.5	2.4%	9.6%	-0.8	1.1	0.5%	-0.9%	-6.7%	-1.1%
> Cc1cc(C)n(C(=O)Cn2nc(C)c(Cl)c2C)n1
  -1.3	-3.5	-0.2%	-0.9%	2.4	-8.0	nt	0.2%	2.1%	-11.4%
> Cc1cccnc1CCNC(=O)CCc1nnc(-c2ccccc2)o1
  -1.5	-31.1	0.5%	2.4%	16.2	4.8	-0.8%	-8.8%	7.3%	5.8%
> NNc1nc(-c2ccccc2)cs1
  -6.6	-6.1	0.9%	-0.1%	-9.8	-1.4	nt	-8.8%	-2.3%	-0.1%
> O=C(NCC#CCOCc1ccccc1)c1ccccc1
  nt	-5.2	2.9%	0.7%	nt	8.9	-4.9%	3.4%	-0.2%	7.7%
> CCOC(=O)C1CCCN(C(=O)COc2ccccc2F)C1 (centres undefined)
  -0.3	-3.5	2.7%	3.1%	-13.3	6.5	2.3%	-0.2%	2.6%	0.5%
> O=C(O)Cc1sc(NCc2ccco2)nc1-c1ccccc1
  -1.0	24.4	0.3%	19.7%	5.0	5.2	-0.2%	18.7%	-4.1%	2.3%
> COc1cc(C(=O)Nc2nc3ccccc3[nH]2)cc(OC)c1OC
  -1.8	-11.6	-0.2%	-6.5%	7.5	2.0	-0.8%[46.1 µM]	?	-1.2%	2.5%
> O=C(Nc1ccc(Cl)cc1)Nc1ccc2c(c1)OCO2
  -6.0	4.1	1.4%	3.9%	-7.8	5.7	-5.5%	?	-0.6%	16.4%
> O=c1c2ccccc2n(Cc2ccccc2F)c(=O)n1Cc1ccccc1F
  -7.8	-8.1	-0.5%	3.2%	-16.2	?	-4.3%	7.0%	18.3%	nt
> Cc1cc(=O)[nH]c(N/N=C/c2cc(C)n(-c3ccccc3)c2C)n1
  -3.4	3.2	0.7%	-0.3%	-16.6	0.3	7.5%	?	2.9%	0.0%
> Cc1nnc(SCc2cc(=O)oc3ccc4ccccc4c23)n1Cc1ccccc1
  -2.9	-9.0	-2.3%	2.4%	1.0	-4.5	-7.4%[46.1 µM]	-11.6%	-0.9%	1.9%
> COCCn1c(SCC(=O)Nc2cc(C)on2)nc2c(c1=O)SC(C)C2 (centres undefined)
  -3.4	-8.8	-0.5%	-2.1%	-1.2	-24.4	9.7%	21.9%	-2.4%	-1.1%
> COc1ccc(C(=O)Nc2ccc3c(c2)nc2n3CCSC2)cc1
  -4.5	30.3	-0.3%	1.9%	-9.8	-1.8	-11.9%	?	6.4%	-0.3%
> c1ccc(OCCN2CCN(C(c3ccccc3)c3ccccc3)CC2)cc1
  -43.1	9.8	-0.7%	-2.8%	-96.1*	9.9	9.3%	?	-23.2%	-9.6%
> CCN(CC)S(=O)(=O)c1ccc(NC(=O)COC(=O)c2cnc(C)cn2)cc1
  5.7	10.0	-0.3%	9.2%	-5.5	-0.3	-10.6%	20.5%	-7.0%	-13.4%
> C/C(=N\NC(=O)C(N)=O)c1ccc(OC(F)F)cc1
  i	-5.7	1.0%	6.5%	-9.5	-1.6	2.4%	13.9%	-7.5%	-0.5%
> CC(=O)N1N=C(c2ccc(Cl)cc2)OC1(C)C
  -4.7	-5.3	-10.4%	-1.9%	-13.1	12.3	-0.5%[46.1 µM]	20.1%	0.8%	-2.3%
> Cc1nc2c(cnn2-c2ccccc2)c(=O)n1/N=C/c1ccccc1
  5.7	-6.6	1.2%	5.3%	4.4	0.5	-56.6%	-1.4%	-1.2%	19.3%
> CCC(=O)c1ccc(OCC(=O)N(CC)CC(=O)Nc2ccccc2OC)cc1
  -19.2	9.7	1.7%	1.7%	9.6	1.7	4.5%	-0.5%	-1.4%	4.4%
> CCN(CC(=O)Nc1ccc(NC(C)=O)cc1)C(=O)c1ccc(N2CCC(C)CC2)c([N+](=O)[O-])c1
  -2.7	-5.3	?	10.0%	-0.3	0.7	1.2%	-18.1%	0.4%	-7.5%
> O=S1(=O)CCOC[C@H](CC2CCCCC2)N1Cc1ccc(Cl)cc1
  -7.5	-10.7	3.4%	6.7%	2.6	1.3	3.1%	3.0%	-1.2%	7.8%
> Cc1nn(Cc2ccc(Cl)c(Cl)c2)c(C)c1NC(=O)c1cc(CC(C)C)on1
  -11.9	-8.7	0.7%	-24.8%	-16.4	2.6	0.3%	?	2.4%	12.4%
> c1ccc(Cc2nnc3sc(-c4cccnc4)nn23)cc1
  -21.8	4.9	0.9%	13.6%	23.3	-1.6	-8.3%	0.0%	15.3%	1.2%
> CCOCCCNC(=O)c1c[nH]c2c(CC)cccc2c1=O
  -4.8	9.9	1.5%	-3.1%	20.5	0.2	-5.7%	?	-5.5%	-3.0%
> O=C(CCCOc1ccc(Cl)cc1Cl)Nc1ccccc1C(=O)O
  -0.9	-9.7	-0.9%	3.7%	3.7	1.7	0.9%	?	2.9%	-3.5%
> COc1cccc(CNC(=O)CCC2CCCN(C(=O)c3ccc(F)c(Cl)c3)C2)c1 (centres undefined)
  4.0	7.3	1.9%	-6.4%	nt	?	-4.9%	-27.6%	3.6%	-2.7%
> Cc1ccc(C(=O)N2CCN(Cc3ccccc3)CC2)cc1S(=O)(=O)N1CCOCC1
  26.2	2.8	1.4%	35.0%	5.1	0.1	-1.6%	-0.1%	-1.1%	-0.7%
> C#Cc1ccc([C@H]2C=C(C(=O)O)O[C@@H](OCc3ccc(CO)cc3)C2)cc1
  -17.5	-2.8	4.5%	11.7%	-3.1	2.8	-3.5%	4.0%	-2.9%	-6.8%
> Cc1ccccc1-c1noc(-c2ccccc2C(=O)N2CCCC2)n1
  -18.8	18.0	-1.2%	-4.1%	-3.3	4.6	-6.2%	-5.0%	9.1%	7.0%
> CC(=O)c1cccc(NC(=O)C(C)OC(=O)C2CCC2)c1 (centres undefined)
  -9.8	13.4	2.2%	2.1%	16.2	-3.4	-7.6%	13.2%	2.2%	-11.7%
> O=C(COC(=O)c1cc(Cl)ccc1[N+](=O)[O-])Nc1cccc2ccccc12
  -0.9	4.7	0.1%	-2.8%	-13.6	0.0	1.7%[46.1 µM]	?	-0.9%	-1.1%
> COc1ccc(NC(=O)COc2ccc3oc(=O)cc(C)c3c2)cc1
  11.8	-2.0	1.1%	-1.8%	8.0	-1.8	-31.3%	-7.1%	3.9%	-6.3%
> COc1cc(OC)cc(C(=O)Nc2ccc(NC(=O)c3ccco3)c(Cl)c2)c1
  1.5	18.7	1.2%	3.9%	-17.4	-5.2	4.9%	-9.1%	27.1%	0.8%
> O=C(CCN1C(=O)C2CC=C(Cl)CC2C1=O)NCc1ccccc1 (centres undefined)
  -3.2	-3.0	3.0%	-1.9%	-4.6	2.7	-1.3%[46.1 µM]	11.6%	-0.5%	nt
> Cc1ccc(S(=O)(=O)N2CC(C(=O)O)=CC[C@H]2c2ccc3c(c2)OCO3)cc1
  nt	7.3	-0.9%	2.0%	nt	15.8	7.7%	9.5%	3.0%	-11.8%

# Source: PubChem BioAssay (National Center for Advancing Translational Sciences (NCATS))
